Source: PubChem BioAssay (Broad Institute)
GSIS activator: GLuc luminescence reporter in INS-1E cells, primary screen for activators of glucose-dependent secretion of insulin | INS-1E GLuc reporter insulin secretion, 2-3 h | activation, % at 16.6 µM | 370,000 tested, 0.61% active | AID 743287;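 active = lowest replicate activation of at least 40%, so every replicate reaches that level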;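 note: 0% = median of neutral control wells and 100% = median of IBMX positive control wells; some compounds called inactive have numbers as strong as hits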
FN deposit inh: fibronectin deposition inhibition | inhibition, % at 12.6 µM | AH1F fibroblasts, Alexa488-fibronectin deposition fluorescence, overnight | 350,000 tested, 0.086% active;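 active = mean inhibition across replicates of 30% or more, regardless of how many single replicates reach that level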;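 note: positive control wells lacked labelled fibronectin entirely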
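Assay system: AH1F fibroblast monolayer, labelled fibronectin deposition. Amount: 10000 cells per well. Also added: labelled fibronectin 24 nM. Compound: single-point pinned compound. Incubation: cell attachment 1 h, compound and FN exposure overnight. Detection: fluorescence after three HBSS washes, excitation 485 nm, emission 525 nm. Read-out: inhibition of fibronectin deposition signal.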
An asterisk follows results filed as active.

SMILES	GSIS activator	FN deposit inh
CCOc1ccc(C(=O)/C=C/Nc2ccc(S(=O)(=O)N=C(N)N)cc2)cc1	49	-8
C=CCn1c(-c2csc3c2CCC(C)C3)n[nH]c1=S (centres undefined)	8	3
O=C(Cc1ccccc1)N1CCC(c2nc(-c3ccc(F)cc3)no2)CC1	-11	-1
Cc1ccc([N+](=O)[O-])c(NC2OC(CO)C(O)C2O)c1 (centres undefined)	4	-3
COc1ccc(N2C(=O)C(=O)/C(=C(/O)c3ccc(C)cc3)C2c2cccnc2)cc1 (centres undefined)	25	3
COCCCNC(=O)Cn1cc(/C=C(\C#N)C(=O)N2CCN(c3ccccc3)CC2)c2ccccc21	-40	-2
COc1cc(CCC(=O)OCC(=O)Nc2c(C)cccc2C(C)C)cc(OC)c1OC	-5	-3
O=C(NCCSCc1ccccc1)c1ccc(F)cc1	25	1
CN(C)C(=O)CSc1nnc(CCN)o1	6	-2
C[C@]1(C(=O)O)Cc2oncc2C[C@@H]1C(=O)O	7	-6
Cc1ccc(-c2nnn(CC(=O)N(Cc3ccco3)C(C(=O)NC(C)(C)C)c3ccncc3)n2)o1 (centres undefined)	-8	-18
CCc1c(C)nc2c(Br)cccc2c1SCCC#N	10	13
CC(NC(=O)COC(=O)/C=C/c1ccc([N+](=O)[O-])cc1)c1ccccc1 (centres undefined)	8	2
O=C(/C=C/c1ccco1)NCC(=O)N/N=C/c1ccc([N+](=O)[O-])cc1	8	-1
O=C(CN1C(=O)/C(=C\c2ccc(C(F)(F)F)cc2)Sc2ccccc21)NCc1ccco1	-25	-1
CCc1ccccc1NC(=S)N(CCCN1CCOCC1)Cc1ccccn1	5	-7
CCc1ccc(NC(=O)c2ccc(OC)c([N+](=O)[O-])c2)cc1	1	7
CNC(=S)Nc1cc(Cl)ccc1Oc1ccccc1	0	6
CCOC(=O)N1CCC(N(CCN(C)C)C(=S)Nc2cc(C)cc(C)c2)CC1	5	-5
O=c1oc2ccc(Cl)cc2cc1-c1ccccc1	-1	0
CC(C)NC(=O)N(C)C[C@@H]1Oc2ccc(N)cc2CC(=O)N(C)C[C@H]1C	6	-3
COc1cc2c(cc1NC(=O)c1ccccc1F)CCCC2	-6	-12
O=C(CSc1nnc(SCc2cccc3ccccc23)s1)N/N=C/c1c[nH]c2ccccc12	-16	9
O=C1CCC([N+](=O)[O-])C(c2ccc(Br)cc2)N1 (centres undefined)	-5	0
O=[N+]([O-])c1ccc2c(c1)ncn2-c1ccccc1	-2	-2

Next section, starting with the last two of the part before.
SMILES	GSIS activator	FN deposit inh
O=C1CCC([N+](=O)[O-])C(c2ccc(Br)cc2)N1 (centres undefined)	-5	0
O=[N+]([O-])c1ccc2c(c1)ncn2-c1ccccc1	-2	-2
CCOC(=O)Cc1csc(NC(=O)C(C)c2ccc([N+](=O)[O-])cc2)n1 (centres undefined)	-11	-5
C[C@H](CO)N1C[C@H](C)[C@@H](CN(C)Cc2cccc(O)c2)OCc2ccccc2-c2ccccc2C1=O	6	1
O=C(CCCc1ccccc1)NCc1ccc(F)cc1	-10	1
COc1cccc(/C=N/Nc2ncc(C(F)(F)F)cc2Cl)c1O	-28	6
COc1ccc(N2CCN(Cc3nnc(-c4ccccc4)o3)CC2)cc1	7	1
O=C(COc1ccc(Br)cc1Br)NC(=S)Nc1cccc(CO)c1	-12	2
CCN1C(=O)/C(=C\c2nc3ccccc3c(=O)n2-c2ccccc2)c2ccccc21	-3	-5
COCC(=O)Nc1ccc2c(c1)OC[C@@H](C)N(CC1CCCCC1)C[C@@H](C)[C@H](OC)CN(C)C2=O	11	-1
O=C(Nc1cccc(-c2nc3ccccc3s2)c1)c1cccs1	-11	-1
CC(C)NC(=O)N(C)C[C@@H]1Oc2ccc(N)cc2C(=O)N(C)C[C@@H]1C	10	-1
CCCCN(CC)CCCNC(=S)Nc1ccc2nc3n(c(=O)c2c1)CCCCC3	-9	4
CCc1nc2sc3ccccc3c(=O)c2c(=O)n1Cc1ccco1	11	-3
Nc1ccccc1/C=N\N=C/c1ccccc1N	-6	-6
COc1ccc(/C=N/NC(=O)c2cccc(NC(=O)c3ccccc3)c2)c(C(=O)O)c1OC	1	-2
C=CCSC1=N/C(=C\c2cccnc2)C(=O)N1c1ccc(OC)cc1	-40	-7
COc1ccc(C2c3ccc4ccccc4c3Oc3ncn4nc(Cc5ccccc5)nc4c32)cc1OC (centres undefined)	-19	-9
O=C(O)c1c[nH]c(=O)c2ccccc12	0	-12
Cc1ccc(NC(=S)N(Cc2cccs2)Cc2cc3cccc(C)c3[nH]c2=O)cc1	-25	-4
Cc1c(Cl)c(=O)oc2cc(OCC(=O)NCc3cccs3)ccc12	1	-11
O=C1/C(=C\c2ccncc2)SC(=S)N1C1CCCCC1	13	1
O=C(NC(=S)NCC1CCCO1)c1cccs1 (centres undefined)	14	-1
COCCNC(=O)CNC(=S)N(Cc1ccccc1)Cc1cccnc1	29	1
CC(C)c1ccc(/C=C2\SC(N3CCCC3)=NC2=O)cc1	-17	24
CC(OC(=O)c1ccc2c(c1)C(=O)N(Cc1ccncc1)C2=O)C(=O)Nc1cccc(Cl)c1Cl (centres undefined)	-13	3
CC(=O)c1ccc(NC(=O)C2Cc3ccccc3CN2C(=O)c2ccccc2)cc1 (centres undefined)	-17	-6
Other entries
SMILES	GSIS activator	FN deposit inh
CC(C)NC(=O)N(C)C[C@H]1OCCCC[C@H](C)Oc2ccc(NC(=O)Nc3cccc4ccccc34)cc2C(=O)N([C@H](C)CO)C[C@H]1C	9	1
Cc1ccc(C)c(OCC(=O)NCC(C)C)c1C	-4	4
Cc1cc2oc(=O)cc(CSc3nnc(-c4cccs4)o3)c2cc1C(C)C	-2	0
C/C(=N\NC(=O)C1CC1(C)c1ccccc1)c1ccco1 (centres undefined)	17	-1
CCn1ncc(C2C(C(=O)Nc3ccc(C)cn3)=C(C)NC3=C2C(=O)CCC3)c1C (centres undefined)	-5	5
O=C1C(NS(=O)(=O)c2ccc(Cl)cc2)=C(N2CCCCC2)C(=O)c2ccccc21	10	0
CC(OC(=O)c1ccc2c(=O)n3c(nc2c1)CCCCC3)C(N)=O (centres undefined)	28	-9
COc1ccc(NC(=O)CC2(Cc3ccccc3)CCOC(C)(C)C2)cc1 (centres undefined)	-19	-1
CC(C)NC(=O)Nc1ccc2c(c1)C(=O)N(C)C[C@H](C)[C@H](CN(C)S(C)(=O)=O)O2	-12	-3
O=C(C1CCCO1)N1CCN(C(=S)Nc2ccccc2)CC1 (centres undefined)	11	-4
Cc1ccc(Oc2c(C(N)=O)cc([N+](=O)[O-])cc2[N+](=O)[O-])cc1	-28	-1
CC1CN(c2ccc([N+](=O)[O-])cc2C(=O)N2CCOCC2)CC(C)N1 (centres undefined)	-1	-5
Fc1ccc(CNCc2ccccc2C(F)(F)F)cc1	53	0
CC(=O)Nc1ccc2c(c1)C(=O)N(C)C[C@H](C)[C@H](CN(C)C(=O)NC(C)C)O2	8	3
O=C(CSc1ccc(Br)cc1)NCC1CCCO1 (centres undefined)	7	16
CC(=O)NCCCNc1ccc([N+](=O)[O-])cc1	0	4
CCC(C)NC(=O)c1[nH]c(C)c(C(=O)OC)c1C (centres undefined)	17	4
Cc1c(Cl)cccc1NC(=O)CNc1cccc(C(F)(F)F)c1	-38	4
CCNc1ccc(C2(O)C(=O)c3ccccc3C2=O)cc1	-1	0
COc1ccc(CCNC(=O)CSCc2ccc(Cl)cc2)cc1OC	1	7
Cc1cccc(N2C(=O)/C(=C\c3ccc(OC(F)F)cc3)c3ccccc3C2=O)c1	-31	-1
C[C@@H]1CC=CC[C@@H](c2ccccc2)NC(=O)[C@H](Cc2ccccc2)N(C)C(=O)c2ccccc2O1 (mixture of isomers)	-11	3
COc1cc(C=O)ccc1OCCCOc1ccc([N+](=O)[O-])cc1	-4	0
O=C(CSc1nc2ccc([N+](=O)[O-])cc2[nH]1)NC1CCCC1	-6	-3
COc1cccc(-c2nc(Oc3cccc(C)c3C)c3ccccc3n2)c1O	23	-5

Full records, looked up by structure. Screens in order: GSIS activator	FN deposit inh
`CC(C)NC(=O)Nc1ccc2c(c1)C(=O)N(C)C[C@H](C)[C@H](CN(C)S(C)(=O)=O)O2` is entered as -12	-3
`CCNc1ccc(C2(O)C(=O)c3ccccc3C2=O)cc1` is entered as -1	0
`O=C1C(NS(=O)(=O)c2ccc(Cl)cc2)=C(N2CCCCC2)C(=O)c2ccccc21` is entered as 10	0

Look-ups from the list:
In GSIS activator, CC(=O)NCCCNc1ccc([N+](=O)[O-])cc1 has the entry 0
In FN deposit inh, COc1ccc(NC(=O)CC2(Cc3ccccc3)CCOC(C)(C)C2)cc1 (centres undefined) has the entry -1
In FN deposit inh, CCNc1ccc(C2(O)C(=O)c3ccccc3C2=O)cc1 has the entry 0
In GSIS activator, Cc1c(Cl)cccc1NC(=O)CNc1cccc(C(F)(F)F)c1 has the entry -38
In GSIS activator, O=C(CSc1ccc(Br)cc1)NCC1CCCO1 (centres undefined) has the entry 7
In GSIS activator, C/C(=N\NC(=O)C1CC1(C)c1ccccc1)c1ccco1 (centres undefined) has the entry 17

Other structures:
SMILES	GSIS activator	FN deposit inh
Cc1nonc1OCCn1c([N+](=O)[O-])cnc1C	18	15
CCOc1cc(CNCc2ccncc2)cc(Cl)c1OC	8	7
COc1ccc(CCn2c(-c3ccccc3)nc3c(c(=O)c4ccccc4n3C)c2=O)cc1	22	-7
O=C(NN1C(=O)C2C3c4ccccc4C(c4ccccc43)[C@@H]2C1=O)c1ccccc1 (some centres undefined)	17	4
O=C(CSc1nccc(=O)[nH]1)Nc1ccc(F)c([N+](=O)[O-])c1	-11	2
O=C(/C=C/c1ccc(Br)cc1)c1ccco1	3	10
COC(=O)c1ccc(C(=O)OC)c(NC(=S)N2CC(C)CC(C)C2)c1 (centres undefined)	-3	-5
O=C(CSc1nc2ccccc2c(=O)n1CCCN1CCOCC1)c1c[nH]c2ccccc12	-7	-4
Cc1ccc2nc(SCC(=O)Nc3ccc(C)c([N+](=O)[O-])c3)[nH]c2c1	-32	9
Cc1cc(C(=O)OC(C(=O)Nc2ccc(C)c(Cl)c2)c2ccccc2)c(C)o1 (centres undefined)	-28	-1
O=C(Nc1ccc2c(c1)[C@H]1C[C@H](CC(=O)N3CCCCC3)O[C@@H](CO)[C@H]1O2)NC1CCCCC1	-1	7
CC1CCc2nc3sc4c(c3c(N)c2C1)CCCC4 (centres undefined)	-1	10
CCOc1ccc(C(=O)Nc2ccc(NC(=S)NC(=O)CC)cc2)cc1Cl	11	1
CC(NC(=O)c1ccc(F)cc1)c1ccc(F)cc1 (centres undefined)	-5	1
COc1cc(/C=C(\NC(=O)c2ccccc2)C(=O)NCC(=O)O)c([N+](=O)[O-])cc1OC	-1	2
CCc1ccc(C2C(C#N)=C(N)N(N(C)C)C3=C2C(=O)CCC3)s1 (centres undefined)	5	9
Cc1cc(/C=N\NC(=O)COc2cccc3cccnc23)c(C)n1-c1ccc(Br)cc1	-21	3
CN(Cc1cn(C)c2ccccc12)C(=S)Nc1cc(F)cc(F)c1	15	1
O=C(NCCCN1CCOCC1)Nc1ccc(Cc2ccc(NC(=O)NCCCN3CCOCC3)cc2)cc1	7	-2
C[C@@H]1CC=CC[C@H](c2ccc(F)cc2)NC(=O)[C@H](C)N(C)C(=O)c2ccccc2O1 (mixture of isomers)	1	3
C=CCOc1ccc(/C=N/N2C(=O)C(CC(=O)Nc3ccc(F)cc3F)SC2=NC)cc1 (centres undefined)	8	2
O=C(CSc1nc2cc(Cl)ccc2c(=O)n1Cc1ccco1)Nc1ccc(S(=O)(=O)N2CCOCC2)cc1	-5	6
CC(C)C(NC(=O)OCc1ccccc1)C(=O)NCc1ccc(C(=O)O)cc1 (centres undefined)	-8	2
CCc1ccc(/C=C(\C)C(=O)c2c(C)cc(C)[nH]c2=O)cc1	10	3
O=C(CCl)NCCCCCCCCCNC(=O)CCl	-5	3

Some of these compounds in order of length of the SMILES, low to high:
SMILES	GSIS activator	FN deposit inh
COc1cc2c(cc1NC(=O)c1ccccc1F)CCCC2	-6	-12
O=C(COc1ccc(Br)cc1Br)NC(=S)Nc1cccc(CO)c1	-12	2
COc1cc(C=O)ccc1OCCCOc1ccc([N+](=O)[O-])cc1	-4	0
CCc1ccc(/C=C(\C)C(=O)c2c(C)cc(C)[nH]c2=O)cc1	10	3
CC(=O)c1ccc(NC(=O)C2Cc3ccccc3CN2C(=O)c2ccccc2)cc1 (centres undefined)	-17	-6
COCCCNC(=O)Cn1cc(/C=C(\C#N)C(=O)N2CCN(c3ccccc3)CC2)c2ccccc21	-40	-2
CC(OC(=O)c1ccc2c(c1)C(=O)N(Cc1ccncc1)C2=O)C(=O)Nc1cccc(Cl)c1Cl (centres undefined)	-13	3

(further entries)
SMILES	GSIS activator	FN deposit inh
COC(=O)[C@@H](NC(=O)N(C1CCCCC1)C1CCCCC1)C(C)C	10	-1
Cc1sc2nc(CN3CCCC3)nc(Cl)c2c1C	12	8
O=C(CSc1nc2ccccc2[nH]1)Nc1nc(-c2ccccc2)c(-c2ccccc2)o1	19	7
CC(NC(=O)c1ccc(F)cc1)C(c1cccs1)N1CCN(C)CC1 (centres undefined)	12	-3
CC1Cc2ccccc2N1CC(=O)c1c(N)n(Cc2ccccc2)c(=O)n(C)c1=O (centres undefined)	0	10
C=CCNCCCOc1ccc(C)cc1Br	12	4
CSc1ccccc1NC(=O)CCn1c(=O)sc2ccccc21	19	5
CNC(=S)N1CCc2ccccc2C1	3	6

Some of the compounds tested. The share of hits here may be higher or lower than overall.
